# Screens (PubChem BioAssay)
# PTAP TSG101 blk: blocks PTAP/TSG101 interaction to inhibit HIV-1 budding; Q99816; Fluorescence polarization, FITC-PTAP peptide / Tsg101 binding; Potency, µM (series often up to 115 µM), inactives show top-dose activity change, negative = inhibition, hits mostly inhibitors; 340,000 tested, under 10 active; AID 493005; active = well fitted inhibition curve with a large enough effect in the main read-out, with a control signal flat, not every such curve was filed as active; inconclusive = small, poorly fitted or top-dose-only effect, or effect the other way, or a change in a side signal; inactive = no such curve, though single readings can be large or run the other way; note: potency is the fitted concentration of half-maximal effect; % of control where 0% means no effect
#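 Fluorescence polarization binding of Tsg101 binding domain (10 uM final) to FITC-labeled PTAP peptide (50 nM final) in HEPES pH 7.5 buffer with NaCl, Tween 20, EDTA, TCEP. Compounds added before peptide; binding 20 min at RT.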
# a7 integrin act: activates integrin-mediated alleviation for muscular dystrophy; 350,000 compounds, 0.064% hits; alpha7betagal myoblasts, beta-gal FDG fluorescence, 48 h; Potency, µM (doses to about 38.3 µM), inactives show at the highest dose activation, actives largely listed as activators;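 note: potency is the fitted concentration of half-maximal effect; 100% = response of the positive control SU9516; nearly all actives have a fitted effect of over 60% in size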
#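 Alpha7betagal+/- myoblasts (passage 13) were plated 16-24 hr, then exposed to compounds (1:260 dilution of DMSO stock) for 48 hours at 37C. After MPER lysis, β-galactosidase reporter activity was read as FDG fluorescence (ex 480/em 540) after 30 minutes.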
# Eya2 inh: Eya2 (human) phosphatase inhibition. O00167. recombinant Eya2, OMFP fluorescence dephosphorylation (OMFP is methylfluorescein phosphate). 330,000 compounds, 0.006% hits. Potency, µM (titrated, usually from 76.9 µM), without a hit: at the highest dose activity, negative = inhibition, most hits filed as inhibitors. AID 488837; note: potency is the fitted concentration of half-maximal effect; % is set by controls: 0 for no effect and ±100 for the full control effect
#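 Eya2 protein (added as 0.2 uM solution) was preincubated with compound for 10 min at ambient temperature in 50 mM HEPES pH 7.5, 50 mM NaCl, 5 uM MgCl2, 0.05% BSA, 1 mM DTT. OMFP (added at 50 uM) then reacted 10 min; fluorescence read at 485/525 nm.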
# ELG1 DNA repair: inhibitors of ELG1-dependent DNA repair in HEK293T cells | 330,000 compounds, 2.3% hits | AID 504467 | Potency, µM (highest dose often 46.1 µM), for the others: top-dose activity change, negative = inhibition, most hits filed as inhibitors | HEK293T ELG1-luciferase reporter, luminescence, 16 h; DNA damage induced by 5-fluorouridine; note: potency is the fitted concentration of half-maximal effect; % is set by controls: 0 for no effect and ±100 for the full control effect; nearly all actives have a fitted effect of over 55% in size
#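 Reporter activity after DNA damage by 5-fluorouridine is monitored. Compound-treated cells incubate 16 hr at 37 °C, then ONE-Glo is added for 30 min before luminescence reading.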
# Chronic BCR inh: blocks chronic active B-cell receptor signaling; Potency, µM (doses to about 46.1 µM), for inactives: at the highest dose ratio change, negative = lower green/red ratio, usual class: inhibitors; ABC-DLBCL IkBa-CBG/CBR reporter, luminescence ratio, 4 h; 340,000 compounds, 0.05% hits; active = well fitted inhibition curve with a large enough effect in the signal ratio, with a control signal flat, not every such curve was filed as active; inconclusive = small, poorly fitted or top-dose-only effect, or effect the other way, or a change in a side signal; the % refers to the signal ratio;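 note: potency is the fitted concentration of half-maximal effect; plate controls were basal doxycycline-induced cells for no effect and cells given 10 µM MG132 for full effect; MG132 reads +100%, hits lower the ratio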
#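 TMD8 human ABC-DLBCL cells with doxycycline-inducible IκBα–green luciferase fusion and unfused red luciferase, in 0.5% FBS medium; compounds up to 46 uM, 4 h at 37C. Green/red luminescence ratio, filter-overlap corrected, fitted to concentration-response curves.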
# TSHR antag: human thyrotropin receptor antagonism | AID 504810 | P16473 | 330,000 compounds, 0.2% hits | TSHR-expressing cells, TSH-stimulated cAMP HTRF, 2 h; stronger effect = lower value | activity change, negative = inhibition, % at 11.5 µM;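 active = activity change below a set negative limit, meaning inhibition stronger than a set level, cut at about -70% in these data; inconclusive = activity change between two set negative limits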; note: % is set by controls: 0 for no effect and ±100 for the full control effect
# Target sequence (P16473 whole entry, looked up): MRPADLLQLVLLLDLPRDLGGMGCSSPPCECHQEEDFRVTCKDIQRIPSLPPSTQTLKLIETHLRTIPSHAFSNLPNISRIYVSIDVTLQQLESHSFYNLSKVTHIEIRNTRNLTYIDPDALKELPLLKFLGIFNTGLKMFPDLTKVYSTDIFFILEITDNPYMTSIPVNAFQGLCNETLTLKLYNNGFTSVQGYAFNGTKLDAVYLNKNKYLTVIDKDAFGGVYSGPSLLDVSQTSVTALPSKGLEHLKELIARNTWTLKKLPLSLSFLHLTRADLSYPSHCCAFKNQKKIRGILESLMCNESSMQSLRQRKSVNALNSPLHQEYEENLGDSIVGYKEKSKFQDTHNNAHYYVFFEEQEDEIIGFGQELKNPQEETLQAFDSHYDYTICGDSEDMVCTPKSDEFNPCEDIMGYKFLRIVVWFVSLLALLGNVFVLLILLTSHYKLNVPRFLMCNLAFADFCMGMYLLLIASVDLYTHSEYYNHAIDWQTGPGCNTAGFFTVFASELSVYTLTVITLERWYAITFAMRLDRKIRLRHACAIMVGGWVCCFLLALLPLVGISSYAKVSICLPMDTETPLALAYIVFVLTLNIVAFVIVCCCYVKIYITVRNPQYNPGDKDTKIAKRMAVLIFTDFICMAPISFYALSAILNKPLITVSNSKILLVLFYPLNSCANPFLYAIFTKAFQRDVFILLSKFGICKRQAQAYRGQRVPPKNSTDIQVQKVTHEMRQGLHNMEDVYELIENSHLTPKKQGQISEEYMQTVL
#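 Cell-based HTRF cAMP assay; TSHR cells + compound, TSH EC80 (4nM final), 2 h, 37 deg C. Lysis with anti-cAMP cryptate and cAMP-d2, 30 min RT, read 665/620 nm.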
# Tb PFK inh: inhibitors of T. brucei phosphofructokinase; O15648; Potency, µM (series often up to 57.5 µM), inactives show top-dose activity, negative = inhibition, usual class: inhibitors; T. brucei PFK, ADP-Glo luminescence; 330,000 compounds, 0.17% hits;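 note: potency is the fitted concentration of half-maximal effect; 0% = uninhibited 1x PFK enzyme wells and -100% = no-enzyme wells; nearly all actives have a fitted effect of over 60% in size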
#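 1.25 nM PFK with 0.5 mM F6P and 0.1 mM ATP in 0.1 M TEA pH 8.0, 5 mM MgCl2, incubated 45 min at room temperature; ADP measured by ADP-Glo luminescence; compounds titrated up to 57 uM.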
# Mito fusion act: mitochondrial division inhibition or fusion activation | 320,000 compounds, 0.23% hits | S. cerevisiae fusion-defective mutant growth rescue, CellTiterGlo 48 h | Potency, µM (highest dose often 46.1 µM), for the others: at the highest dose growth rescue (activation), most hits filed as activators | AID 485298;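 note: potency is the fitted concentration of half-maximal effect; % of control where 0% means no effect; nearly all actives have a fitted effect of over 45% in size; temperature-sensitive fusion mutants such as fzo1-1 at 37 °C on non-fermentable ethanol glycerol medium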
#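 Yeast fusion mutant, YPEG (non-fermentable carbon), compound, 48 h at 37C non-permissive; CellTiterGlo added, 10 min RT, luminescence read. Rescued growth = division inhibition.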
# S-ASM inh: blocks human secretory acid sphingomyelinase. Potency, µM (series often up to 57.5 µM), for the others: at the highest dose activity change, negative = inhibition, usual class: inhibitors. P17405. 340,000 compounds, 0.006% hits. AID 504937. placental ASM, HMU-PC fluorogenic substrate, 60 min; note: potency is the fitted concentration of half-maximal effect
#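 Steps: dispense placental human ASM, pin compound, wait 10 min at room temperature, add HMU-PC0 substrate at 9 uM final, incubate 60 min at 37 °C, add stop solution raising pH to 10, read fluorescence.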
# A-T KAP1 phos: potential ataxia-telangiectasia treatment; 320,000 compounds, 0.19% hits; Potency, µM (doses to about 57.5 µM), without a hit: at the top dose activation, most hits filed as activators; […] A-T fibroblasts, KAP-1 phosphorylation AlphaLISA; neocarzinostatin DNA damage 30 min before lysis; AID 485349; note: potency is the fitted concentration of half-maximal effect; % of control where 0% means no effect; nearly all actives have a fitted effect of over 45% in size
#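 hTERT-immortalized A-T patient fibroblasts ([…]), 500 cells/well in OPTI-MEM, 1% FBS, got compounds for 60 min, then NCS for 30 min at 37C. Lysates were then assayed for phospho-KAP-1 by AlphaLISA (anti-pKAP1 donor, anti-KAP1 acceptor beads), 6 hr at 25C.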
# TCR act: T cell receptor activation; AID 504894; Potency, µM (titrated, usually from 9.22 µM), without a hit: at the highest dose activation of IL-2 secretion, actives largely listed as activators; primary human leukocytes, anti-CD3, IL-2 HTRF, 48 h; 330,000 tested, under 10 active; note: % of control where 0% means no effect
#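 Activity was scored as IL-2 release from primary human leukocytes given only a TCR signal (a-CD3 beads) plus compound for 48 hr. Detection used a two-antibody HTRF format read at 665nm.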
# Starred values were filed as active, the others as inactive; ? = inconclusive; nt = no result given; [ ] = remark or other dose. Unless noted, calls come from the whole dose curve; as a rule, active = well fitted curve in the direction sought with a large enough effect; inconclusive = small, poorly fitted or top-dose-only effect, or another doubt; inactive = no such curve, though single readings can be large; an effect the other way counts as inactive or inconclusive.
mol	Mito fusion act	S-ASM inh	ELG1 DNA repair	TSHR antag	Tb PFK inh	Chronic BCR inh	A-T KAP1 phos	Eya2 inh	PTAP TSG101 blk	TCR act	a7 integrin act
Cc1ccc(NC(=O)/C(=C/c2cccc(Br)c2)NC(=O)c2ccco2)cc1	-3%	-1%	-3%	1	-1%	3%	-3%	-5%	0%	-6%[46.1 µM]	5%
O=c1[nH]c2ccc(S(=O)(=O)Nc3ccc(-c4nnc5n4CCCCC5)cc3)cc2o1	-4%	5%	5%	12	4%	-2%	9%	18%	-3%	-2%	19%
O=C(CCC(=O)Nc1ccc(Cl)cc1Cl)NNC(=O)Nc1ccccc1	-5%	-1%	-11%	-4	0%	-5%	3%	-23%	-6%	1%	-28%
CC(C)(C)C(=O)Nc1ccc2c(c1)-c1cc(NC(=O)C(C)(C)C)ccc1C2	-7%	1%	?	-8	-2%	1%	5%	-4%	-2%	1%	-23%
COc1cc(Nc2ccc(C(=O)O)cc2[N+](=O)[O-])cc(OC)c1	0%	7%	-13%	-15	-2%	-1%	-13%	3%	-9%	7%	?
COc1cc2c(cc1OC)-c1cc(Nc3ccccc3C)nc(=O)n1CC2	1%	15%	-16%	2	3%	?	13%	2%	-1%	-2%	-14%
CCOC(=O)c1cnc(SCc2nc(N)nc(Nc3ccc(C)cc3)n2)nc1N	3%	-13%	?	nt	-5%	?	7%	9%	0%	2%	-14%
CCOC(=O)CSc1nc2ccccc2c(=O)n1CCC(=O)NCCc1ccc(OC)c(OC)c1	-4%	3%	?	4	2%	-2%	1%	7%	-1%	-3%	-11%[7.66 µM]
CCOc1ccc(N2C(=O)c3cccnc3C2Nc2ccc(C)cc2)cc1 (configuration not stated)	-2%	15%	1%	-2	0%	1%	1%	1%	0%	0%	-19%
CCCSC1=C(C#N)C(c2cccnc2)C(C(=O)OCC)=C(c2ccccc2)N1 (configuration not stated)	8%	2%	-6%	-3	1%	-2%	5%	-9%	-3%	2%	0%

# (list continues)
mol	Mito fusion act	S-ASM inh	ELG1 DNA repair	TSHR antag	Tb PFK inh	Chronic BCR inh	A-T KAP1 phos	Eya2 inh	PTAP TSG101 blk	TCR act	a7 integrin act
CCOC(=O)c1c(C)[nH]c(-c2csc(C)n2)c1C	4%	-4%	?	-7	-1%	?	-2%	4%	-3%	nt	-3%
CCN(CC)c1ccc(-c2nnc(SCC(=O)Nc3ccccc3C#N)n2-c2ccccc2)cc1	-2%	-7%	?	-17	-3%	0%	9%	-14%	-3%	0%	-52%[inhibitor]
CC(=O)N1CCN(S(=O)(=O)c2cccc(C(=O)Nc3nc4ccccc4[nH]3)c2)CC1	4%	1%	4%	39	6%	-6%	9%	13%	0%	-2%	17%
Cc1nc(N2CCN(C(=O)c3ccco3)CC2)nc2c1C(=O)CC(C)C2 (configuration not stated)	-3%	-2%	12%	-18	0%	?	9%	8%	-1%	4%	-30%
COc1cc2c(c(OC)c1OC)-c1ccc(N(C)CC(OC)OC)c(=O)cc1[C@@H](NC(C)=O)CC2	-2%	-6%	?	16	4%	?	23%	2%	-4%	7%	0%
COc1ccc(C(=O)OCc2cc(=O)n3c(C)csc3n2)cc1F	?	0%	?	-13	-1%	?	-10%	12%	0%	-4%	11%
CN1CCN(C(=O)CCCN2C(=O)/C(=C/c3ccccc3)SC2=S)CC1	-11%	-12%	-28%	6	-3%	?	-5%	-17%	-1%	0%	-52%[inhibitor]
CN(CC(=O)Nc1ccccc1Br)C(=O)c1ccncc1	-2%	1%	-7%	9	0%	3%	-2%	2%	-5%	-19%	-16%
CCOC(=O)N1CCC(NC(=O)CSCc2cnn(-c3ccccc3)c2-n2cccc2)CC1	6%	-1%	-27%	24	6%[0.46 µM]	?	2%	10%	-8%	-2%	-25%
O=S(=O)(NC1CCCCC1)c1ccc(Cl)s1	2%	1%	10%	11	-5%	?	nt	-16%	-1%	0%	-14%

# Going on with the list.
mol	Mito fusion act	S-ASM inh	ELG1 DNA repair	TSHR antag	Tb PFK inh	Chronic BCR inh	A-T KAP1 phos	Eya2 inh	PTAP TSG101 blk	TCR act	a7 integrin act
COc1cc(-c2cc(OC)c3c(C)oc(C)c3c(=O)c2)ccc1O	14%	?	11%	-2	1%	?	-4%	1%	-3%	nt	-13%
CCN(CC)CCCNC(=O)c1nn2c(C(F)(F)F)cc(-c3ccccc3)nc2c1Cl	0%	-2%	-11%	-10	2%	3%	-4%	-13%	3%	0%	0%
O=C(Nc1cc(S(=O)(=O)N2CCCCC2)ccc1Cl)c1ccc(F)cc1	5%	0%	0%	-2	-7%	-1%	8%	12%	-5%	6%	0%
COc1ccc(-c2nn(-c3ccccc3)cc2/C=N/n2cnnc2)cc1OC	3%	-4%	?	-7	2%	?	2%	-1%	-2%	1%	-12%
Cc1nc(N)sc1N=Nc1ccc(Br)cc1	11%	-16%	?	3	1%	5%	0%	-5%	-7%	6%	-10%
Cc1ccc(S(=O)(=O)NC(=O)Nc2cccc(S(=O)(=O)N(C)C)c2)cc1	nt	4%	9%	-8	1%	-4%	0%	9%	-4%	-6%	18%
CCOC(=O)N1CCC(NC(=O)c2ccc3c(c2)N(Cc2ccc(C)cc2)CCS3)CC1	-3%	208%[activator]	?	-14	5%	6%	3%	-3%	-4%	-1%	5%
COc1ccc(CCN2C(=O)/C(=C\c3ccco3)SC2=S)cc1OC	-4%	-5%	-12%	12	-4%	?	-2%	20%	-7%	6%	0%
Cc1ccc(OC(=O)C(C)c2cccc(C(=O)c3ccccc3)c2)cc1 (configuration not stated)	-2%	-3%	9%	3	2%	9%	5%	-3%	-2%	-3%	13%
COc1ccc(C2/C=C\CN(C(=O)OCC3c4ccccc4-c4ccccc43)CC(=O)N2Cc2cccc(F)c2)cc1 (configuration not stated)	nt	-11%	-7%	3	-1%	-1%	4%	-9%	1%	0%[46.1 µM]	14%

# Next section.
mol	Mito fusion act	S-ASM inh	ELG1 DNA repair	TSHR antag	Tb PFK inh	Chronic BCR inh	A-T KAP1 phos	Eya2 inh	PTAP TSG101 blk	TCR act	a7 integrin act
O=c1c(F)cn(C2CCCO2)c(=O)n1Cc1ccccc1F (configuration not stated)	-2%	-6%	5%	9	-4%	0%	3%	-1%	-4%	nt	-6%
CN(C)c1ccc(-c2ccc([C@H]3[C@@H]4C=CCC[C@@]4(C)C(=O)N3Cc3ccccc3)c(F)c2)cc1	-12%	0%	0%	44	2%	?	?	-4%	-3%	-1%	-8%
O=S(=O)(c1ccc(Cl)nc1)N1CCN(c2ncccn2)CC1	5%	0%	4%	16	-2%	-3%	2%	5%	-4%	-2%	4%
COc1ccc(NC(=O)CN2CCN(c3c(C)cccc3C)CC2)cc1	6%	0%	-25%	16	-3%	?	26%	-8%	-2%	-5%	2%
Cc1cnn(C(=O)c2oc3ccccc3c2C)c1	2%	1%	1%	-4	-4%	1%	8%	-1%	-6%	-3%	22%
Cc1cccn2c(=O)c3cc(C(=O)NC4CCCCC4)c(=N)n(Cc4ccc(F)cc4)c3nc12	2%	213%[activator]	-5%	-5	3%	0%	-4%	14%	?	-2%	21%
O=C(NCc1ccc(F)cc1)c1cc(S(=O)(=O)N2CCCCC2)ccc1Cl	3%	1%	7%	4	-6%	-7%	23%	-7%	0%	4%	?
CC1C/C(=N/Nc2nc3ccccc3[nH]2)CC(C)(C)C1 (configuration not stated)	-7%	-1%	18%	1	-1%	4%	-3%	-7%	0%	10%[46.1 µM]	-25%
CCS(=O)(=O)N1CCC(C(=O)NCc2ccc(OC)cc2)CC1	-7%	2%	6%	4	1%	-15%	3%	-4%	-4%	8%	?
CCOc1ccc(S(=O)(=O)Nc2cc(S(=O)(=O)N(CC)CC)ccc2N2CCCC2)cc1	-1%	0%	-28%	10	-2%	2%	-2%	-4%	-1%	3%[46.1 µM]	-18%
CCOC(=O)N/N=C(\C)c1ccc(Oc2ncccn2)cc1	9%	1%	2%	-4	4%	4%	-3%	-6%	1%	0%	7%
